Source: PubChem BioAssay (several laboratories)
CAL PDZ FP-1: untagged CAL PDZ binding inhibitors, primary screen, biochemical, fluorescence polarization, HTS. Golgi-associated PDZ and coiled-coil motif-containing protein (Homo sapiens), Q9HD26. purified CAL PDZ, TMR-peptide fluorescence polarization, 1 h. inhibition, % at 24.9 µM. 0.92% of 300,000 active. AID 602252, 2012;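 active means mean inhibition of at least 30% with at least half of replicates also reaching 30%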;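 further: 0% = DMSO neutral control and 100% = excess unlabeled competitor peptide PRC23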
Ecoli viability: E. coli V3065 growth inhibition, primary screen, counter-screen for AddAB inhibitor project, absorbance, OD600; 18 h; inhibition, % at 11.9 µM; 0.27% of 330,000 active; AID 449728, 2010;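 active means inhibition above the campaign's mean inhibition across all tested compounds plus 3 SD, cut at about 9.9% in these data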;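 further: uninfected addAB+ strain grown without phage in ampicillin broth; 0% = DMSO wells and 100% = ciprofloxacin 0.95 µg/ml wells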
Wnt bcat act: Wnt/beta-catenin pathway activators, primary screen, cell-based, plate reader, single point; Wnt/beta-catenin reporter cell assay, activator; activation, % at 9.35 µM; 1.2% of 300,000 active; in the data active means activation above about 30%, passing the limit was not always enough;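 further: 0% = neutral control wells and 100% = positive control wells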
CAL PDZ FP-2: CAL PDZ peptide-binding inhibitors, primary screen, biochemical, fluorescence polarization, Cer-tagged CAL PDZ, HTS | Golgi-associated PDZ and coiled-coil motif-containing protein (Homo sapiens), Q9HD26 | inhibition, % at 20 µM | AID 504414, 2011 | 0.02% of 330,000 active | purified CAL PDZ, TMR-peptide fluorescence polarization, 1 h;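 active means highest replicate inhibition of at least 40%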;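 further: plate controls were DMSO neutral control wells for no effect and unlabeled competitor peptide control wells for full effect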
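Test system: purified CerCALP PDZ construct; Compound dosing: one concentration, 20 µM compound; Also added: TMR-labelled reporter peptide T*-PRC34 bound in PDZ groove; Read-out: inhibition from polarization loss; Controls: unlabelled peptide and DMSO controls; Signal: FP readout, S and P plane fluorescence; Incubation: 1 h at RT.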
Tat export inh: E. coli Tat export inhibitors, primary screen, MC4100, TorA-mCherry reporter, fluorescence, single point; inhibition, % at 10 µM; 0.036% of 340,000 active; AID 488895, 2010;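 active means mean replicate inhibition at least 50% and at least half of replicates individually reaching 50%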;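 further: exported cargo escapes ClpAP degradation while cytoplasmic cargo is degraded and loses fluorescence; 0% = median of neutral control wells and 100% = median of NaSCN control wells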
SR-BI DiI-HDL act: activators of SR-BI mediated DiI-HDL uptake, primary screen, ldlA[mSR-BI] CHO cells, DiI fluorescence. AID 504775, 2011. 0.096% of 320,000 active. activation, % at 12.5 µM. 3 h; 100 = double the neutral-control signal;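 active means mean replicate activation of at least 60% and every replicate at or above 60%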;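 further: 0% = median plate neutral-control signal and 100% = twice that signal; values of inactives mirror those of a sister screen read the other way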
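Material: SR-BI-overexpressing, LDLR-lacking CHO cells; schedule: compound exposure 3 h, 37 °C; reagent: DiI-labelled HDL at 10 µg/mL final; technique: bottom-read fluorescence, 550/595 nm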
phage Ecoli inh: growth loss of phage-infected E. coli, primary screen, RecBCD inhibitor project, absorbance, with phage, HTS. 0.26% of 360,000 active. inhibition, % at 11.9 µM; in the data active means inhibition above about 11%
MITF act: activators of MITF-driven TRPM1 promoter reporter, primary screen, cell-based, SK-MEL-5, luciferase, single point | 0.75% of 300,000 active | AID 588334, 2011 | activation, % at 12.5 µM | SK-MEL-5 TRPM1-promoter luciferase, 24 h; % of positive control, neutral wells = 0;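 active means mean activation of at least 80% with every replicate also reaching 80%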;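 further: 0% = neutral control wells and 100% = parthenolide positive control wells; values of inactives mirror those of a sister screen read the other way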
AddAB inh: growth inhibition of E. coli expressing H. pylori AddAB, primary screen, AddAB inhibitor project, absorbance. inhibition, % at 11.9 µM. 0.29% of 330,000 active; in the data active means inhibition above about 12%;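 further: 0% = vehicle wells of infected cells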
SR-BI HDL uptake: inhibitors of SR-BI mediated HDL lipid uptake, primary screen, ldlA[mSR-BI] cells, fluorescence, single point; ldlA[mSR-BI] CHO cells, DiI-HDL uptake fluorescence, 3 h; 0.96% of 320,000 active; Scavenger receptor class B member 1 (Mus musculus), Q61009; inhibition, % at 12.5 µM; AID 488896, 2010;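 active means mean replicate inhibition of at least 70% and a set share of replicates each scoring 70 or more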;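 further: 0% = median of neutral control wells and 100% = median of positive control wells; values of inactives mirror those of a sister screen read the other way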
Target sequence (Q61009 whole entry, looked up): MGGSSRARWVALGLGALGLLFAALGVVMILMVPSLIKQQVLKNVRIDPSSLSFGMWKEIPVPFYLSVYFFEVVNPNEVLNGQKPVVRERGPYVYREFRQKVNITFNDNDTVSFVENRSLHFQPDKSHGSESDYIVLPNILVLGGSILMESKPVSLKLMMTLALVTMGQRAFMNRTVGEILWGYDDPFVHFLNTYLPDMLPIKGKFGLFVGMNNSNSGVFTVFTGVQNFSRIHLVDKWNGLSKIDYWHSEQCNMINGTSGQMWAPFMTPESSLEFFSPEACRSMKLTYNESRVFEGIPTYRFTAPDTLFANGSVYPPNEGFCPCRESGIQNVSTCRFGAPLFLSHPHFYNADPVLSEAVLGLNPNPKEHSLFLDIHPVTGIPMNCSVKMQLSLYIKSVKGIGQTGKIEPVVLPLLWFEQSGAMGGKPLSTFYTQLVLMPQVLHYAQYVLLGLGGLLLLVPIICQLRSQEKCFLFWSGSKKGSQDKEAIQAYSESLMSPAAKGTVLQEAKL
Active calls of the source: *; & = joins results of further samples.

What do the screens show for `COc1ccc(/C=N/NC(=O)c2ccc3ccccc3c2)cc1OS(=O)(=O)c1ccc(NC(C)=O)cc1`?
CAL PDZ FP-1: -2; Ecoli viability: -2.5; CAL PDZ FP-2: -2.0; Tat export inh: 14; SR-BI DiI-HDL act: -35; phage Ecoli inh: 0.6; MITF act: -31; AddAB inh: -2.7; SR-BI HDL uptake: 35

How did FC(F)(F)c1nnc2ccc(N3CCN(c4ccccc4)CC3)nn12 do in these assays?
Ecoli viability: -2.0; CAL PDZ FP-2: -0.6; Tat export inh: -4; SR-BI DiI-HDL act: 8; phage Ecoli inh: -1.7; MITF act: 2; AddAB inh: 2.2; SR-BI HDL uptake: -8

What do the screens show for `CCC1(c2ccccc2)NC(=O)N(CC(=O)NCc2ccc(OC)cc2)C1=O` (centres undefined)?
Ecoli viability: -0.6; Wnt bcat act: -1; CAL PDZ FP-2: -0.2; Tat export inh: 8; SR-BI DiI-HDL act: -7; phage Ecoli inh: 0.3; MITF act: 2; AddAB inh: 2.5; SR-BI HDL uptake: 7

How did CCN(CC)S(=O)(=O)c1ccc(-c2nnc(SCC(N)=O)n2CC)cc1 do in these assays?
CAL PDZ FP-1: 1; Ecoli viability: 1.0; Wnt bcat act: -1; CAL PDZ FP-2: -1.7; Tat export inh: 2; SR-BI DiI-HDL act: 3; phage Ecoli inh: 4.3; MITF act: -6; AddAB inh: 1.2; SR-BI HDL uptake: -3

Results for Cc1cc(SCC(=O)c2cccc([N+](=O)[O-])c2)nc(=O)[nH]1 ?
CAL PDZ FP-1: -6; Ecoli viability: -1.9; CAL PDZ FP-2: -2.1; Tat export inh: 6; SR-BI DiI-HDL act: -11; MITF act: 60; AddAB inh: 1.8; SR-BI HDL uptake: 11

Results for O=C(CC(C(=O)O)c1c(F)cccc1Cl)c1ccc(Cl)cc1 (centres undefined) ?
CAL PDZ FP-1: -2; Ecoli viability: -0.9; Wnt bcat act: 0; CAL PDZ FP-2: -0.6; Tat export inh: -2; SR-BI DiI-HDL act: 39; phage Ecoli inh: 3.8; MITF act: 0; AddAB inh: -1.4; SR-BI HDL uptake: -39

What do the screens show for `O=C1NC[C@@H](c2ccccc2)OC(=O)[C@H](Cc2ccc(F)cc2)C/C=C\C[C@H]1CC(=O)N(CCO)Cc1ccccc1`?
CAL PDZ FP-1: -3; Ecoli viability: 0.7; Wnt bcat act: 0; CAL PDZ FP-2: -0.2; Tat export inh: 7; SR-BI DiI-HDL act: -40; phage Ecoli inh: 2.9; MITF act: 2; AddAB inh: -1.9; SR-BI HDL uptake: 40

How did O=C(Nc1ccc(S(=O)(=O)Nc2ncccn2)cc1)c1cnc(Cl)c(Cl)c1 do in these assays?
CAL PDZ FP-1: -3; Ecoli viability: 2.3; Wnt bcat act: 0; CAL PDZ FP-2: -0.1; Tat export inh: -6; SR-BI DiI-HDL act: -10; phage Ecoli inh: 2.1; MITF act: -7; AddAB inh: 2.7; SR-BI HDL uptake: 10

What do the screens show for `NC(=O)[C@H]1CC2(CC(c3cccc(NC(=O)COc4ccc(Cl)cc4)c3)=NO2)CN1C(=O)C(c1ccccc1)c1ccccc1` (some centres undefined)?
CAL PDZ FP-1: 1; Ecoli viability: 0.5; Wnt bcat act: -6; CAL PDZ FP-2: -0.2; Tat export inh: 5; SR-BI DiI-HDL act: -8; phage Ecoli inh: 1.9; MITF act: -46; AddAB inh: 3.0; SR-BI HDL uptake: 8

What do the screens show for `CC(C)c1ccc(SCc2noc(C(=O)NCC3CCCO3)c2C(=O)O)cc1` (centres undefined)?
CAL PDZ FP-1: -1; Ecoli viability: 3.4; Wnt bcat act: 3; CAL PDZ FP-2: 0.5; Tat export inh: -6; SR-BI DiI-HDL act: 3; phage Ecoli inh: 1.4; AddAB inh: 0.5; SR-BI HDL uptake: -3

How did CN(C)S(=O)(=O)Oc1ccccc1C(=O)Nc1ccc(F)cc1 do in these assays?
CAL PDZ FP-1: -1; Ecoli viability: 0.6; Wnt bcat act: 1; CAL PDZ FP-2: -0.8; Tat export inh: 0; SR-BI DiI-HDL act: -8; phage Ecoli inh: 4.3; MITF act: 18; AddAB inh: 2.1; SR-BI HDL uptake: 8

What do the screens show for `CCOc1ccc(C(=O)NCCC(=O)NCCCC(=O)O)cc1`?
CAL PDZ FP-1: 0; Ecoli viability: -1.2; Wnt bcat act: 1; CAL PDZ FP-2: 1.4; Tat export inh: 1; SR-BI DiI-HDL act: 22; phage Ecoli inh: 2.3; MITF act: 0; AddAB inh: 3.3; SR-BI HDL uptake: -22

What do the screens show for `O=C(O)CCC(=O)Nc1ccc(F)cc1`?
CAL PDZ FP-1: 1; Ecoli viability: -1.4; CAL PDZ FP-2: 0.2; Tat export inh: 3; SR-BI DiI-HDL act: 7; phage Ecoli inh: -0.3; MITF act: 2; AddAB inh: -0.2; SR-BI HDL uptake: -7

How did CCC(=O)N1c2ccc(S(=O)(=O)N3CCCCC3)cc2CC1C (centres undefined) do in these assays?
CAL PDZ FP-1: 2; Ecoli viability: 2.3; Wnt bcat act: 1; CAL PDZ FP-2: -0.1; Tat export inh: 3; SR-BI DiI-HDL act: 8; phage Ecoli inh: 1.1; MITF act: 0; AddAB inh: 2.8; SR-BI HDL uptake: -8

Results for CC1CC(C)(C)CC2(C1)NC(=O)N(CC(=O)N1CCN(Cc3ccc(C#N)cc3)CC1)C2=O (centres undefined) ?
CAL PDZ FP-1: -5; Wnt bcat act: -8; CAL PDZ FP-2: -0.4; Tat export inh: 4; SR-BI DiI-HDL act: -1; phage Ecoli inh: 4.7; MITF act: -23; SR-BI HDL uptake: 1

The final 2 compounds of the part above open the next one:
How did CCC(=O)N1c2ccc(S(=O)(=O)N3CCCCC3)cc2CC1C (centres undefined) do in these assays?
CAL PDZ FP-1: 2; Ecoli viability: 2.3; Wnt bcat act: 1; CAL PDZ FP-2: -0.1; Tat export inh: 3; SR-BI DiI-HDL act: 8; phage Ecoli inh: 1.1; MITF act: 0; AddAB inh: 2.8; SR-BI HDL uptake: -8

Results for CC1CC(C)(C)CC2(C1)NC(=O)N(CC(=O)N1CCN(Cc3ccc(C#N)cc3)CC1)C2=O (centres undefined) ?
CAL PDZ FP-1: -5; Wnt bcat act: -8; CAL PDZ FP-2: -0.4; Tat export inh: 4; SR-BI DiI-HDL act: -1; phage Ecoli inh: 4.7; MITF act: -23; SR-BI HDL uptake: 1

How did Cc1ccc(S(=O)(=O)N2CCN(CC(=O)NC3CCCc4ccccc43)CC2)cc1C (centres undefined) do in these assays?
CAL PDZ FP-1: -2; Ecoli viability: 0.7; Wnt bcat act: 3; CAL PDZ FP-2: 0.0&-1.1; Tat export inh: 2&6; SR-BI DiI-HDL act: -12&-9; phage Ecoli inh: 0.0&1.9; MITF act: 8&-11; AddAB inh: 1.0; SR-BI HDL uptake: 12&9

What do the screens show for `CCOc1ccccc1N1CCN(C(=O)NCc2ccc(F)cc2)CC1`?
CAL PDZ FP-1: 1; Ecoli viability: -2.0; Wnt bcat act: -2; CAL PDZ FP-2: -3.7; Tat export inh: 4; SR-BI DiI-HDL act: -18; phage Ecoli inh: 1.8; MITF act: 6; AddAB inh: 1.5; SR-BI HDL uptake: 18

How did COc1ccc(N(C(=O)c2cccnc2)S(=O)(=O)c2ccc(OC)c(OC)c2)cc1 do in these assays?
Ecoli viability: 0.0; Wnt bcat act: -5; CAL PDZ FP-2: -0.6; Tat export inh: 0; SR-BI DiI-HDL act: 27; phage Ecoli inh: 1.7; MITF act: -4; AddAB inh: 3.1; SR-BI HDL uptake: -27

Results for O=C(Nc1ccccc1)OC1CCCCc2cccnc21 (centres undefined) ?
Ecoli viability: -0.7; Wnt bcat act: 11; CAL PDZ FP-2: -1.0; Tat export inh: -3; SR-BI DiI-HDL act: -13; phage Ecoli inh: 2.1; MITF act: -2; AddAB inh: 0.7; SR-BI HDL uptake: 13

How did COCc1ccc(C(=O)N2CCN(CC(=O)N3CCCC3)CC2)cc1 do in these assays?
CAL PDZ FP-1: 8; Ecoli viability: -1.8; Wnt bcat act: -2; CAL PDZ FP-2: -0.5; Tat export inh: -7; SR-BI DiI-HDL act: 20; phage Ecoli inh: 2.0; MITF act: 4; AddAB inh: -0.9; SR-BI HDL uptake: -20

How did CN(C)c1nc(-c2cccnc2)nc(-c2ccccc2)c1C#N do in these assays?
CAL PDZ FP-1: -1; Wnt bcat act: -1; CAL PDZ FP-2: 0.0; Tat export inh: 0; SR-BI DiI-HDL act: -59; phage Ecoli inh: 0.7; MITF act: 0; SR-BI HDL uptake: 59

What do the screens show for `CCS(=O)(=O)N1CCc2nc(-c3ccccc3)sc2C1`?
CAL PDZ FP-1: -2; Ecoli viability: -1.8; Wnt bcat act: 39*; CAL PDZ FP-2: -0.6; Tat export inh: 5; SR-BI DiI-HDL act: 2; phage Ecoli inh: -0.4; MITF act: 121*; AddAB inh: 1.4; SR-BI HDL uptake: -2

Results for Cc1cccc(Cc2nnc(CCC(=O)N3CCCC(CN4CCOCC4)C3)o2)c1 (centres undefined) ?
CAL PDZ FP-1: -7; Ecoli viability: -1.3; Wnt bcat act: -1; CAL PDZ FP-2: 0.5; Tat export inh: 9; SR-BI DiI-HDL act: 3; phage Ecoli inh: 3.8; MITF act: 10; AddAB inh: -0.4; SR-BI HDL uptake: -3

Results for COc1ccc(C(C(=O)NC2CCCCC2)N(C(=O)Cc2c[nH]c3ccccc23)c2ccccc2)cc1OC (centres undefined) ?
CAL PDZ FP-1: -1; Ecoli viability: 0.2; CAL PDZ FP-2: 0.8; Tat export inh: 12; SR-BI DiI-HDL act: 13; phage Ecoli inh: 4.8; MITF act: -8; AddAB inh: 0.2; SR-BI HDL uptake: -13

Results for CCC(=O)N1CCN(c2ccc(NC(=O)c3ccc(Br)o3)cc2)CC1 ?
CAL PDZ FP-1: -4; Ecoli viability: -1.6; Wnt bcat act: -7; CAL PDZ FP-2: -0.7; Tat export inh: -1; SR-BI DiI-HDL act: -27; phage Ecoli inh: 3.0; MITF act: 4; AddAB inh: 4.3; SR-BI HDL uptake: 27

What do the screens show for `CC(C)CCn1c(=O)c2ccccc2n2c(CCC(=O)NC3CCN(Cc4ccccc4)CC3)nnc12`?
CAL PDZ FP-1: 4; Ecoli viability: -3.3; Wnt bcat act: 1; CAL PDZ FP-2: -0.8; Tat export inh: -6; SR-BI DiI-HDL act: 10; phage Ecoli inh: 1.6; MITF act: -3; AddAB inh: -0.1; SR-BI HDL uptake: -10
